KLK5 inh – blocks human kallikrein 5 protease activity. recombinant hK5, fluorogenic AMC substrate cleavage. inhibition, % at 5 µM. 210,000 compounds, 0.59% hits. Q9Y337;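 active = inhibition of 40% or more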;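 also: 0% = enzyme controls without compound and 100% = no-enzyme blanks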
Target sequence (Q9Y337 67-293 limits assumed): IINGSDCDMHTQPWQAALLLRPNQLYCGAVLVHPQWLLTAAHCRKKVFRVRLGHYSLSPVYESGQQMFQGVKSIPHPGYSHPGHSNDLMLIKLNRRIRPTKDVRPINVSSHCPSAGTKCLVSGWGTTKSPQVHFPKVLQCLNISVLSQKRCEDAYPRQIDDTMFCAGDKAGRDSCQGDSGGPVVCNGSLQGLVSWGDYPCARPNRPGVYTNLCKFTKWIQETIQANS
NCF1 inh – inhibitors of human p47phox binding; P14598; p47phox/p22phox peptide binding, fluorescence polarization, 2 h; inhibition, % at 24.7 µM; 220,000 compounds, 0.53% hits;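 also: 0% = p47phox with labelled peptide and 100% = labelled peptide alone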
Target sequence (P14598 whole entry, looked up): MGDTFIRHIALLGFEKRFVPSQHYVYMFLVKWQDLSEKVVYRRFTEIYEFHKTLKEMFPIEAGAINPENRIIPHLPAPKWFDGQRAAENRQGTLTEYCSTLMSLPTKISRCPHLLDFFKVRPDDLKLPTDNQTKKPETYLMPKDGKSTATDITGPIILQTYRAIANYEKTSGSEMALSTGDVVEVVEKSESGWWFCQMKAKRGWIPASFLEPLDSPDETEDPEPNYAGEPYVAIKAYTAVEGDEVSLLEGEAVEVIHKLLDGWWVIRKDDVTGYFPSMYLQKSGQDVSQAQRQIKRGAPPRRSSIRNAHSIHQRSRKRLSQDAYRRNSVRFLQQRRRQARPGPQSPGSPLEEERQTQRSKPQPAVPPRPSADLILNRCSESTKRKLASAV
Rad51 HR inh – Rad51 (human) homologous recombination inhibition | hRad51 DNA strand exchange, fluorescence dequenching | AID 1385 | Q06609 | 200,000 compounds, 0.085% hits | inhibition, % at 10 µM;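 active = inhibition above 40% at the single screening dose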;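 also: 0% = DMSO control wells and 100% = blanks with heterologous ssDNA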
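System: human Rad51 nucleoprotein filaments preassembled on unlabelled ssDNA. Reagent: labelled 47-mer dsDNA for strand exchange. Schedule: 30-min compound preincubation and 15-min exchange, both room temperature. Measured by: FRET fluorescence dequenching, excitation 485 nm, emission 520 nm. Read-out: Fluorescence-based percent inhibition, control- and blank-normalised. Benchmarks: plate controls and plate blanks.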
Thrombin inh – thrombin (human) inhibition; P00734; alpha-thrombin, Boc-VPR-AMC fluorogenic substrate cleavage; inhibition, % at 5 µM; 220,000 compounds, 0.26% hits; AID 1046;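 active = inhibition at or above 40%; inactive = inhibition below 40%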;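 also: 0% = enzyme with no compound and 100% = wells without enzyme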
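System: Human alpha-thrombin protein | Medium: pH 7.5 Tris (50 mM) with NaCl 150 mM, Tween 20 0.05% | Times: Enzyme reaction carried out at room temperature | Detection: AMC fluorescence, 355/460 nm | Evaluation: Percent inhibition scaled between no-compound controls and no-enzyme blanks | Benchmarks: Enzyme without compound as high, wells lacking enzyme as low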
eIF4E-4G inh – blocks eIF4E binding to eIF4G; P63073+Q04637; TR-FRET eIF4E-eIF4GI(517-606) binding, 2 h; inhibition, % at 21.7 µM; 220,000 compounds, 0.37% hits; AID 782;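 also: 0% = full FRET control wells and 100% = background wells lacking eIF4GI fragment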
EBV gp42 inh – blocks Epstein-Barr virus glycoprotein 42 binding; Fluorescence polarization binding assay, mP read-out; inhibition, % (tested at 21.74 µM); AID 1085; 220,000 compounds, 0.42% hits; Q1HVG2; in the data active = inhibition above about 50%
KCC2 mod – modulators of human KCC2 chloride dependent transport. AID 1456. Q9H2X9. KCC2 cells, thallium flux FluoZin-2 fluorescence. 190,000 compounds, 2.2% hits. B-score of Tl+ flux slope (higher = more flux/activation; lower = inhibition) at 10 µM;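 active = thallium flux slope and its plate-corrected score both differing from the plate sample mean at a set confidence after two filtering rounds, in either direction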;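 also: slope of fluorescence scaled to starting intensity during 10 to 20 s after thallium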
14-3-3 Bad inh – disrupts binding of bovine 14-3-3 zeta to phospho-Bad peptide; P63103; TR-FRET 14-3-3zeta/Dy647-pBad peptide displacement, 1 h; inhibition, % at 21.7 µM; 220,000 compounds, 0.71% hits;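 active = inhibition above about 70%, limit read from the data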;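 also: 0% = full 14-3-3 plus peptide FRET controls and 100% = background without 14-3-3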
Target sequence (P63103 whole entry, looked up): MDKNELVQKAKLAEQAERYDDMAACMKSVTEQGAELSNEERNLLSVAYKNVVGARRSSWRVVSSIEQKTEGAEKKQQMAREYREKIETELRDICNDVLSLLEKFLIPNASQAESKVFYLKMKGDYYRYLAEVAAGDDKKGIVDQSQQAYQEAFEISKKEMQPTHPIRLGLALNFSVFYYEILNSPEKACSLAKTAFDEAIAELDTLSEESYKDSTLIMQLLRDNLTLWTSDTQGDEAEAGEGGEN
Furin inh – blocks human furin protease activity; P09958; inhibition, % at 30 µM; purified furin, fluorogenic substrate cleavage; 220,000 compounds, 0.061% hits; in the data active = inhibition above about 25%; also: inactives centre near -15
* marks the source's active call; other numbers are inactive results; / = not tested or not shown; [ ] = remark or other dose.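 The calls were made as follows, unless noted: active = inhibition above about 30% (limit read from the data); inactive = the rest.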

SMILES | KLK5 inh | NCF1 inh | Rad51 HR inh | Thrombin inh | eIF4E-4G inh | EBV gp42 inh | KCC2 mod | 14-3-3 Bad inh | Furin inh
CCOc1cc(NC(=S)NCCCOC)c(OCC)cc1NC(=O)c1cccs1 | -10 | -7 | / | -3 | 3 | -4 | 1.7 | -1[fluorescence artefact?] | -11
CCC(C)(C)NC(=O)c1ccccc1Oc1ccccc1 | -11 | -2 | 12 | 5 | -1 | 4 | 1.3 | 4 | -17
CCSc1ccccc1C(=O)N1CCN(c2ccc([N+](=O)[O-])cc2)CC1 | 0 | 2 | 17 | -1 | -1 | -1 | -0.6 | 0 | -6
O=c1c2ccccc2nnn1Cc1ccc(Br)cc1 | 6 | -5 | 1 | -11 | 2 | -17 | 0.0069 | -9 | -18
CC(C)Cn1c(SCC(=O)N2CCN(S(=O)(=O)c3ccccc3)CC2)nc2ccccc21 | 3 | -10 | / | 4 | / | -14 | -1.4 | / | -16
COC(=O)c1cc2ccsc2n1CC(=O)N(C)c1ccccc1 | -3 | -6 | -1 | -10 | 4 | -15 | 1.3 | -6 | -22[20 µM]
N#C/C(=C\c1ccc[nH]1)C(=O)N1CCCCC1 | -4 | -10 | 4 | 1 | -3 | -1 | 6.7e-05 | -7 | 7
COc1ccc(Cl)cc1C(=O)Nc1nc2ccc(S(C)(=O)=O)cc2s1 | -2 | -28 | -47 | -12 | 1 | -18 | 4.1 | -5 | -26
O=C1CSC(=S)N1/N=C/c1ccc(O)c(O)c1O | -33 | -97 | -9 | -4 | 84* | 70* | 0.35 | 96* | 3
O=C(COc1ccc(/C=N/NS(=O)(=O)c2ccccc2)cc1)N1CCOCC1 | -1 | 3 | 5 | 23 | 2 | -4 | -0.72 | -17 | -27
CC(Sc1ncc(C(F)(F)F)cc1Cl)C(=O)NC(N)=O (centres undefined) | 0 | -7 | 4 | -3 | 2 | -16 | -0.038 | -2 | -25
COc1ccccc1C(OC(=O)c1cccs1)C(=O)NCc1ccco1 (centres undefined) | 1 | -20 | -3 | 6 | 0[fluorescence artefact?] | -8 | 0.12 | -14 | -22
CCn1c(C(=O)N2CCC(C(=O)N3CCN(c4ccccn4)CC3)CC2)cc2sccc21 | -4 | 2 | -6 | 1 | 6 | -8 | -0.81 | 15 | -19
CCN1CCCC1CNC(=O)c1cc2c(-c3cccc(OC)c3)nn(C)c2s1 (centres undefined) | -12 | / | 12 | 0 | / | / | -0.57 | / | -15
COc1cccc(/C=C/c2ccc3ccccc3n2)c1OC(C)=O | 15 | / | / | -1 | 1 | 2 | -1.6 | 0 | -10
CC1(C)Cc2ccccc2-c2nnnn21 | -13 | -3 | 3 | 0 | 4 | -26 | / | 1 | -22
O=C(NCc1ccccc1)C1=C[C@@H](c2csc3ccccc23)C[C@@H](OCc2ccc(CO)cc2)O1 | -2 | -24 | -8 | -8 | -1 | -9 | -0.34 | -9 | -22
CCOC(=O)c1c(-c2ccccc2)nc2ccccn12 | 9 | -6 | 4 | -3 | -3 | -8 | -0.62 | 15 | -18[20 µM]
Cc1ccc(N(Cc2cc(=O)[nH]c3ccccc23)C(=O)C(C)C)cc1 | 2 | -17 | / | -10 | 0 | -12 | -0.53 | -2 | -4
N#C/C(=C(/O)c1cccs1)c1nnc2n1CCCCC2 | 1 | -24 | -4 | 2 | 2 | -10 | 0.13 | -5 | -10
O=C(C1=C[C@H](c2ccc3c(c2)OCO3)C[C@H](OCCCCO)O1)N1CCN(Cc2ccc3c(c2)OCO3)CC1 | 6 | / | -1 | -2 | 6 | -11 | -1.3 | 5 | -5
Fc1ccccc1NC(=S)NN(Cc1ccccc1)c1ccccc1 | -10 | -13 | -1 | -5 | -3 | 13 | -1.2 | -4 | -1[20 µM]
O=C(Nc1cccc(CCc2ccccn2)c1)c1ccc(Cl)cc1 | 1 | -12 | 3 | 8 | -8 | -4 | -2.1 | -1 | -4
Cc1oc2ccccc2c1-c1cn2c(n1)SCC2 | -41 | -27 | 0 | -4 | 2 | -31 | -0.54 | -8 | -11[20 µM]
O=C(Cn1nnc(-c2ccccc2Cl)n1)N/N=C/c1ccc2c(c1)OCO2 | -93 | 12 | -4 | 5 | 8 | -12 | -0.28 | 1 | -8[20 µM]
CCc1ccc(OCCOCC(O)CN(CCO)CCO)cc1 (centres undefined) | -17 | -9 | 3 | -9 | 3 | -11 | 1.2 | 0 | -11
Cc1cccc(C2Nc3ccccc3C(=O)N2c2ccc(F)cc2)n1 (centres undefined) | -21 | 4 | -2 | -6 | -2 | -16 | 0.29 | 0 | -27[20 µM]
CCOC(=O)c1c(-c2ccncc2)csc1N | -7 | -12 | -14 | 2 | -4[fluorescence artefact?] | 26 | / | 0 | -20[20 µM]
CCOc1ccc(CN(C)CC(=O)Nc2cc(C)c(C)cc2[N+](=O)[O-])cc1 | 2 | -8 | 19 | -11 | -2 | -11 | / | -3 | -22
OC12CCCCC1C(c1ccc3c(c1)OCO3)N(Cc1ccc(F)cc1)CC2 (centres undefined) | -2 | -4 | 6 | -5 | -1 | 0 | / | 4 | -13
CN1CC2(C)CN(C(c3ccccc3)c3ccccc3)CC(C)(C1)C2O (centres undefined) | -5 | -2 | -8 | 2 | 5 | -20 | 0.53 | 0 | -21
CS(=O)(=O)N1CCN(c2ccc([N+](=O)[O-])c(NCc3cccnc3)c2)CC1 | 1 | -4 | -4 | -2 | 5 | 2 | 0.45 | 0 | 1
COc1cccc(-n2nc3c(=S)[nH]nc(C)c3c2C)c1 | -12 | -13 | / | 4 | -7 | -11 | / | -6 | -18[20 µM]
Fc1ccccc1CNc1cc(Cl)cc(Cl)c1 | 1 | -11 | -9 | -2 | 3 | -1 | 0.026 | -4 | 5[20 µM]
Cc1nonc1CN(C)C(=O)c1ccc(OC2CCN(Cc3ccccn3)CC2)cc1 | / | -1 | -3 | 1 | 8 | -10 | 0.67 | 1 | -31
CC(C)N(C1=CC(=O)OC12CCCCC2)C(C)C | 0 | -12 | -2 | 2 | -4 | -21 | -0.086 | 2 | -18
CC(=O)/C(=N/Nc1ccccc1C)N1CCOCC1 | -9 | 0 | 0 | 3 | 2[fluorescence artefact?] | -36 | 0.085 | -5[fluorescence artefact?] | -5[20 µM]
CCN(CC)C(=O)CSc1ncnc2sccc12 | 4 | / | / | 1 | -4 | 42 | 0.6 | 2 | -20
CC(=O)/C(=C(/O)c1ccccc1)c1nc2ccccc2[nH]1 | -1 | -4 | 7 | -5 | -1 | -1 | 1.1 | -2 | -26
O=[N+]([O-])c1ccc(O)c(C=Nc2ccc3oc(Cc4ccc(Cl)cc4)nc3c2)c1 | -3 | -14 | 6 | -3 | -3 | -9 | 0.47 | -3 | -8
CCOc1ccc2nc(NC(=O)C(CC)Sc3nc(C)cc(=O)[nH]3)sc2c1 (centres undefined) | 1 | 1 | 7 | -5 | -2[fluorescence artefact?] | -18 | -0.8 | 3[fluorescence artefact?] | -8[20 µM]
CCOC(=O)c1ccc(NC(=O)COc2ccccc2CNCCO)cc1 | -4 | -3 | 5 | -8 | -2 | -1 | 1.3 | -2 | -21
CC1CCCCC1NC(=O)c1cc2ccccc2o1 (centres undefined) | -15 | -9 | / | -8 | -3[fluorescence artefact?] | -14 | -0.81 | 0 | -8
O=C(NN1CCN(Cc2ccccc2Cl)CC1)c1ccc(Br)cc1 | 3 | 2 | -3 | -2 | -3 | 1 | 1.5 | -6 | -16
FCCCOc1ccc(-c2ccnc3ncnn23)cc1 | -9 | -10 | 2 | -1 | 3 | -9 | 0.85 | 2 | -81

Filtered by structure: the entries above with a Cl atom
SMILES | KLK5 inh | NCF1 inh | Rad51 HR inh | Thrombin inh | eIF4E-4G inh | EBV gp42 inh | KCC2 mod | 14-3-3 Bad inh | Furin inh
COc1ccc(Cl)cc1C(=O)Nc1nc2ccc(S(C)(=O)=O)cc2s1 | -2 | -28 | -47 | -12 | 1 | -18 | 4.1 | -5 | -26
CC(Sc1ncc(C(F)(F)F)cc1Cl)C(=O)NC(N)=O (centres undefined) | 0 | -7 | 4 | -3 | 2 | -16 | -0.038 | -2 | -25
O=C(Nc1cccc(CCc2ccccn2)c1)c1ccc(Cl)cc1 | 1 | -12 | 3 | 8 | -8 | -4 | -2.1 | -1 | -4
O=C(Cn1nnc(-c2ccccc2Cl)n1)N/N=C/c1ccc2c(c1)OCO2 | -93 | 12 | -4 | 5 | 8 | -12 | -0.28 | 1 | -8[20 µM]
Fc1ccccc1CNc1cc(Cl)cc(Cl)c1 | 1 | -11 | -9 | -2 | 3 | -1 | 0.026 | -4 | 5[20 µM]
O=[N+]([O-])c1ccc(O)c(C=Nc2ccc3oc(Cc4ccc(Cl)cc4)nc3c2)c1 | -3 | -14 | 6 | -3 | -3 | -9 | 0.47 | -3 | -8
O=C(NN1CCN(Cc2ccccc2Cl)CC1)c1ccc(Br)cc1 | 3 | 2 | -3 | -2 | -3 | 1 | 1.5 | -6 | -16

(continued)
SMILES | KLK5 inh | NCF1 inh | Rad51 HR inh | Thrombin inh | eIF4E-4G inh | EBV gp42 inh | KCC2 mod | 14-3-3 Bad inh | Furin inh
Cc1ccc(C)c(N2CCN(c3nc4ccccc4c(=O)n3Cc3ccccc3)CC2)c1 | -19 | -5 | 2 | -9 | -8 | -18 | 1.2 | 3 | -7
CNC(=O)CC12CC3CC(CC(C3)C1)C2 | -5 | -15 | 4 | 3 | 0 | -26 | -0.086 | 6 | -23[20 µM]
O=C(CCN1CCC(c2ccccc2)C1)c1ccccc1 (centres undefined) | 2 | 2 | -1 | 3 | -1 | 5 | 0.33 | 14 | -13[20 µM]
O=[N+]([O-])c1cccc(Cl)c1NCCNc1ncc(C(F)(F)F)cc1Cl | 4 | -7 | -14 | 1 | 1 | -6 | -1.2 | -5[fluorescence artefact?] | -18
Cc1cc(NC(=O)CSc2nnc(-c3cccnc3)n2Cc2ccccc2)no1 | -4 | 7 | -3 | -4 | -2 | -10 | -0.091 | -5 | -7
O=S1(=O)CCC(NC(=S)N2CCCCCC2)C1 (centres undefined) | -10 | 0 | -9 | -5 | 1 | 26 | 0.61 | 10 | -21
CCOC(=O)c1c(N)c(C#N)c2n1CCCCC2 | -14 | -6 | 6 | 0 | 3 | -10 | 0.029 | -2 | -18[20 µM]
COc1ccc(C(=O)/C(=C/c2cccs2)c2nc3ccccc3o2)cc1 | 5 | -8 | 6 | 2 | -1 | -21 | / | 6 | -16[20 µM]
Cn1nccc1CNC(=O)c1c(Cl)cnn1C | -13 | -11 | 3 | -2 | 18 | -9 | 0.24 | 2[fluorescence artefact?] | -25

Assay outcomes: PubChem BioAssay, several laboratories
